# Compound activity from PubChem BioAssay.
# LmPK inh: qHTS Assay for Inhibitors of Leishmania Mexicana Pyruvate Kinase (LmPK). Potency, µM (titrated, usually from 57.5 µM), inactives show top-dose activity change, negative = inhibition, actives largely listed as inhibitors. purified LmPK, Kinase-Glo ATP luminescence, 1 h. Q27686. 0.37% of 290,000 active; also: potency is read from the fitted curve at half-maximal effect; % is scaled to controls: 0 for no effect and ±100 for the full control effect
# Target sequence (Q27686 whole entry, looked up): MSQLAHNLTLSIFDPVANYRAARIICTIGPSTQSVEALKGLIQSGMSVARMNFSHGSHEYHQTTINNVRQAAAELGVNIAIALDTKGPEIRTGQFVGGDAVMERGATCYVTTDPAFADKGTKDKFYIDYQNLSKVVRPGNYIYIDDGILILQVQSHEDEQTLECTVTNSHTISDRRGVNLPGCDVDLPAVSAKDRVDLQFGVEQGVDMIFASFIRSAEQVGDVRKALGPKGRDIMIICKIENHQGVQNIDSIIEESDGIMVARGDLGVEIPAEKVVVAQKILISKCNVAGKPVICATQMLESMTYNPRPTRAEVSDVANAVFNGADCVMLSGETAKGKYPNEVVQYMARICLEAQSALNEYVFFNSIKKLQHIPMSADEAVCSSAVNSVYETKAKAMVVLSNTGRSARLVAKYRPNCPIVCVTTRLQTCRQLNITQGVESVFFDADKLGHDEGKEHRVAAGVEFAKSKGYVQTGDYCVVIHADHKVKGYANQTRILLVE
#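 Kinase-Glo luminescence read after 1 h RT reaction of 0.1 nM LmPK with 0.5 mM PEP and 0.1 mM ADP. Activity scaled between uninhibited and enzyme-free controls.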
# AmpC no deterg: qHTS Inhibitors of AmpC Beta-Lactamase (assay without detergent); P00811; AmpC nitrocefin hydrolysis, absorbance 480 nm, 0.0001% Triton; Potency, µM (series often up to 57.1 µM), for the others: at the highest dose activity change, negative = inhibition, actives largely listed as inhibitors; 0.52% of 330,000 active; AID 485341, 2010;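 also: potency is read from the fitted curve at half-maximal effect; plate controls were no compound for no effect and no enzyme for full effect; nearly all actives have a fitted effect of over 20% in size; some results filed as inactive show a strong effect at the top dose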
#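 AmpC (5.3 nM in the dispensed reagent) in 20 mM phosphate pH 7.0 with 0.01% (detergent screen) or 0.0001% Triton X-100 was preincubated with compounds for 15 min at room temperature. Nitrocefin was then added from an 800 uM solution, and hydrolysis was followed at 480 nm.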
# Shiga toxin inh: A qHTS for Small Molecule Inhibitors of Shiga Toxin. Vero cells, Shiga toxin protein synthesis inhibition reporter. inhibition, % at 38.7 µM. 9.2% of 290,000 active; in the data active = inhibition mostly above about 28%, no sharp cut-off; inactive = mostly below about 43%; also: 0% is about no effect
# Pf growth 96h: Primary qHTS for delayed death inhibitors of the malarial parasite plastid, 96 hour incubation; P. falciparum luciferase reporter growth, 96 h; Potency, µM (doses to about 28.7 µM), without a hit: top-dose activity change, negative = inhibition, hits mostly inhibitors; 6.9% of 320,000 active; also: potency is read from the fitted curve at half-maximal effect; % is scaled to controls: 0 for no effect and ±100 for the full control effect
#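 P. falciparum expressing integrated firefly luciferase, in erythrocytes at 2% hematocrit, 0.05% parasitemia, incubated with compounds 96 h at 37 C, 5% CO2. Growth inhibition read as loss of luminescence; two-generation exposure targets delayed-death apicoplast inhibitors.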
# TbPYK inhibitor: qHTS of Trypanosoma Brucei Inhibitors | AID 624173, 2012 | 0.12% of 410,000 active | TbPYK enzyme, Kinase-Glo Plus ATP luminescence, 45 min | Potency, µM (doses to about 76.8 µM), without a hit: at the highest dose activity, negative = inhibition, usual class: inhibitors | pyruvate kinase (Trypanosoma brucei), Q57TT1; also: potency is read from the fitted curve at half-maximal effect; % is scaled to controls: 0 for no effect and ±100 for the full control effect; nearly all actives have a fitted effect of over 50% in size
#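 Glycolytic pyruvate kinase of T. brucei was incubated with substrate, test compound and 130 uM ADP for 45 minutes at room temperature. Luminescent Kinase-Glo Plus signal was measured after 10 minutes.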
# Pf growth 48h: Primary qHTS for delayed death inhibitors of the malarial parasite plastid, 48 hour incubation. P. falciparum luciferase growth in erythrocytes, 48 h. Potency, µM (series often up to 28.7 µM), inactives show at the top dose activity change, negative = inhibition, usual class: inhibitors. 5.9% of 310,000 active; also: potency is read from the fitted curve at half-maximal effect; % is scaled to controls: 0 for no effect and ±100 for the full control effect
#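 Luciferase-expressing parasites in RBCs, 2% Hct / 0.1% parasitemia final; RPMI 1640 + 0.5% Albumax; 37 C, 5% CO2, one generation; luminescence read-out, lower signal = inhibition.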
# CHX counter: Cycloheximide Counterscreen for Small Molecule Inhibitors of Shiga Toxin. 12% of 300,000 active. AID 2314, 2010. cell reporter, cycloheximide protein synthesis inhibition counterscreen. max response, %; in the data active = max response mostly above about 13%, no sharp cut-off; inactive = mostly below about 14%; also: read at 38.3 µM for the half of the compounds with a filed dose; 0% is about no effect
# An asterisk follows results filed as active; u = inconclusive; x = no result given; [ ] = another dose, or the depositor's remark. Unless noted, calls follow the shape of the dose curve; as a rule, active = well fitted curve in the direction sought with a large enough effect; inconclusive = small, poorly fitted or top-dose-only effect, or another doubt; inactive = no such curve, though single readings can be large; an effect the other way counts as inactive or inconclusive.
SMILES,LmPK inh,AmpC no deterg,Shiga toxin inh,Pf growth 96h,TbPYK inhibitor,Pf growth 48h,CHX counter
O=C(COc1ccc2ccc(=O)oc2c1)NC1CCCC1,-8%,-6%,-2,u,3%,1%,5
CC1=C(C#N)C(c2ccc(O)cc2)C2=C(CCCC2=O)N1 (centres undefined),0%,-12%,-19,26%,-2%,0%,0
COc1ccc(NC(=O)C(C)N2c3cccc4cccc(c34)S2(=O)=O)cc1OC (centres undefined),1%,71%[activator],18,-16%,-19%,u,-1
CC(C)N(CC(N)=O)c1ncnc2sc(-c3ccccc3)cc12,0%,-23%,3,32%[activator],6%,34%[activator],3
O=c1c2ccccc2[nH]c2ccc(O)cc12,2%,-29%,16,u,u,-10%,3
O=C(Nc1ccccn1)c1cccc(S(=O)(=O)N2CCCc3ccccc32)c1,x,-34%,x,10µM*,1%,7.4µM*,x
Cc1ccccc1OCCCC(=O)Nc1ccc(Br)cc1,4%,-24%,-10,17%,11%,10%,14
CC1(NC(=O)Cc2ccc(Cl)c(Cl)c2)CCS(=O)(=O)C1 (centres undefined),x,-44%,x,-38%,-4%,u,x
CCOc1cc(N2CCOCC2)c(OCC)cc1NC(=O)c1ccc(S(=O)(=O)N(C)C)cc1,-2%,-3%,-5,u,-4%,u,-3
COC(=O)C(CC(C(=O)OC)C(=O)OC)C(=O)OC,1%,-14%,0,38%[activator],-18%,10%,7
Cc1c(CCC(=O)N[C@@H](C)C(=O)O)c(=O)oc2c(C)c3oc4c(c3cc12)CCCC4,1%,-4%,4,-1%,-1%,6%,7
CN(c1ccccc1C(=O)Nc1ccc(S(=O)(=O)N2CCCCC2)cc1)S(C)(=O)=O,3%,x,-9,4%,5%,-18%,2
CCc1cccc(C)c1N=Cc1c(O)c2ccccc2oc1=O,2%,-41%,x,10%,-3%,13µM*,9
COC(=O)[C@@H]1C[C@@H]2CC[C@@H](O)C[C@@H]2N1Cc1ccc(C(F)(F)F)cc1,5%,54%,-4,u,-3%,u,0
Cn1c(=O)cc(OCCCC(=O)N2CCC3(CC2)OCCO3)c2ccccc21,-1%,43%,-12,0%,-18%,u,1
N=c1n(CCO)c2ccccc2n1CCOc1ccc(Cl)cc1Cl,7%,40%,-15,2%,1%,x,-2
O=C(NCC(c1cccnc1)N1CCN(c2ccccc2)CC1)C1CCCCC1 (centres undefined),-1%,23%,-8,-10%,5%,u,-4
COC(=O)c1cc(/C=C/c2ccccc2)on1,-1%,-24%,-17,0%,1%,2%,11
O=C(N/N=C/c1c[nH]c2ccccc12)c1ccc([N+](=O)[O-])cc1Cl,6%,-22%,34,21%,3%,-4%,17
CN1CCN(c2ccc(Cl)cc2NC(=O)/C=C/c2cccc(F)c2)CC1,5%,49%,-24,u,2%,9.3µM*,3

# Quoted at random: two entries already listed, in no set order.
SMILES,LmPK inh,AmpC no deterg,Shiga toxin inh,Pf growth 96h,TbPYK inhibitor,Pf growth 48h,CHX counter
COC(=O)[C@@H]1C[C@@H]2CC[C@@H](O)C[C@@H]2N1Cc1ccc(C(F)(F)F)cc1,5%,54%,-4,u,-3%,u,0
COC(=O)c1cc(/C=C/c2ccccc2)on1,-1%,-24%,-17,0%,1%,2%,11

# Next part
SMILES,LmPK inh,AmpC no deterg,Shiga toxin inh,Pf growth 96h,TbPYK inhibitor,Pf growth 48h,CHX counter
C=CCOc1ccc(C=Nc2ccc(C)c(Cl)c2)c(O)c1,u,-1%,-2,-101%,1%,-7%,-1
CC1Oc2ccccc2N(CC(=O)NC2CCCC2)C1=O (centres undefined),-1%,-9%,-6,19%,-2%,14%,-2
CN(C)CCCN=c1cc(-c2ccccc2)oc2ccc(Cl)cc12,9%,49%,27,u,1%,u,14*
O=c1cccc2n1CC1CC2CN(c2nc(N3CCCCC3)nc(N3CCCCC3)n2)C1 (centres undefined),-1%,-6%,-4,-4%,-2%,u,1
COCCCN(CC(=O)O)S(=O)(=O)c1ccccc1,7%,0%,-12,15%,2%,12%,-1
COc1ccccc1N1CCN(Cc2cn[nH]c2-c2ccc(F)cc2)CC1,1%,31%,-13,-26%,-5%,-11%,10
CC(=O)C(C)Oc1ccc2c3c(c(=O)oc2c1)CCCCC3 (centres undefined),1%,46%,83*,x,7%,73%[activator],50*
CCOC(=O)CSc1nnc(NC(=O)CN2CCCCC2)s1,-5%,1%,-2,-3%,5%,u,-6
O=C(O)CC(c1ccc(Cl)cc1)n1cccc1 (centres undefined),1%,-17%,-10,238%[activator],-11%,7%,-1
CCOc1ccc(C(CC(=O)O)NC(=O)Cc2ccc(Cl)cc2)cc1 (centres undefined),0%,-4%,-10,3.3µM*,1%,5%,-2
CC12CC3CC(C)(C1)CC(CN)(C3)C2,0%,-14%,-13,2%,-4%,2%,2
COc1ccc(OC)c(N(CC(=O)N2CCCC2)S(=O)(=O)c2ccccc2)c1,5%,8%,21,-1%,0%,-16%,4
Nc1c(C(=O)Nc2ccc3c(c2)OCCO3)nnn1Cc1cccc(Cl)c1,x,-17%,x,59%[activator],-4%,65%[activator],x
CCOC(=O)c1cc(-c2cccnc2)nn1-c1ccccc1,2%,-23%,-12,3%,2%,0%,-2
CCOc1ccc2oc(C(=O)Nc3ccc4c(c3)OCO4)c(C)c2c1,-2%,-24%,106*,89%[activator],-1%,91%[activator],25*

# A draw from above in order of length of the SMILES, rising.
SMILES,LmPK inh,AmpC no deterg,Shiga toxin inh,Pf growth 96h,TbPYK inhibitor,Pf growth 48h,CHX counter
O=c1c2ccccc2[nH]c2ccc(O)cc12,2%,-29%,16,u,u,-10%,3
O=C(O)CC(c1ccc(Cl)cc1)n1cccc1 (centres undefined),1%,-17%,-10,238%[activator],-11%,7%,-1
COCCCN(CC(=O)O)S(=O)(=O)c1ccccc1,7%,0%,-12,15%,2%,12%,-1
O=C(COc1ccc2ccc(=O)oc2c1)NC1CCCC1,-8%,-6%,-2,u,3%,1%,5
C=CCOc1ccc(C=Nc2ccc(C)c(Cl)c2)c(O)c1,u,-1%,-2,-101%,1%,-7%,-1
CC(=O)C(C)Oc1ccc2c3c(c(=O)oc2c1)CCCCC3 (centres undefined),1%,46%,83*,x,7%,73%[activator],50*
CC1(NC(=O)Cc2ccc(Cl)c(Cl)c2)CCS(=O)(=O)C1 (centres undefined),x,-44%,x,-38%,-4%,u,x
CCOc1ccc(C(CC(=O)O)NC(=O)Cc2ccc(Cl)cc2)cc1 (centres undefined),0%,-4%,-10,3.3µM*,1%,5%,-2
COc1ccccc1N1CCN(Cc2cn[nH]c2-c2ccc(F)cc2)CC1,1%,31%,-13,-26%,-5%,-11%,10
CN1CCN(c2ccc(Cl)cc2NC(=O)/C=C/c2cccc(F)c2)CC1,5%,49%,-24,u,2%,9.3µM*,3
O=C(Nc1ccccn1)c1cccc(S(=O)(=O)N2CCCc3ccccc32)c1,x,-34%,x,10µM*,1%,7.4µM*,x
COc1ccc(OC)c(N(CC(=O)N2CCCC2)S(=O)(=O)c2ccccc2)c1,5%,8%,21,-1%,0%,-16%,4
COc1ccc(NC(=O)C(C)N2c3cccc4cccc(c34)S2(=O)=O)cc1OC (centres undefined),1%,71%[activator],18,-16%,-19%,u,-1
CCOc1cc(N2CCOCC2)c(OCC)cc1NC(=O)c1ccc(S(=O)(=O)N(C)C)cc1,-2%,-3%,-5,u,-4%,u,-3
Cc1c(CCC(=O)N[C@@H](C)C(=O)O)c(=O)oc2c(C)c3oc4c(c3cc12)CCCC4,1%,-4%,4,-1%,-1%,6%,7
